High-throughput results (PubChem)
Jurkat NFkB inh: lowers PMA/ionomycin-induced NF-kB signal in Jurkat cells | PMA/ionomycin-induced NF-kB luciferase reporter, luminescence | inhibition, % at 4 µM | actives 0.53% (n = 330,000); in the data active means inhibition above about 50%
Gli-Sufu antag: Gli-Sufu pathway antagonism; Sufu-KO-LIGHT fibroblasts, Gli luciferase reporter luminescence; inhibition, % at 5 µM; actives 0.74% (n = 340,000);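 active means inhibition above about 55%, limit read from the data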;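 further: 0% = DMSO-treated cells and 100% = wells with medium but no cells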
697 NFkB inh: inhibitors of the PMA/ionomycin-induced NF-kB reporter in 697 B cells; inhibition, % at 4 µM; 697 B-cell NF-kB luciferase reporter, 16 h; AID 435022; actives 0.33% (n = 330,000); in the data active means inhibition above about 35%
XBP1 UPR activ: activators of adaptive arm of unfolded protein response (XBP1); CHO-XBP1 luciferase reporter, IRE1-XBP1 UPR activation, luminescence; percent of tunicamycin response, DMSO as zero; activation, % at 20 µM; actives 0.33% (n = 330,000); AID 463104;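 active means versus positive control, 20 µM dose yields 30% or more activation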;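 further: 100% = tunicamycin at 10 µg/mL and 0% = DMSO only wells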
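Assay system: IRE1-XBP1 luciferase reporter CHO line. Input: 1000 cells/well. Buffer or medium: F12 with 10% serum. Doses: 20 µM, 1% DMSO. Times: overnight seeding at 37 °C, 6 h compound treatment at 37 °C. Technique: Steady-Glo luciferase glow luminescence, 10 min after reagent addition.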
EBI2 antag: blocks human EBI2 receptor beta-arrestin signaling | P32249 | EBI2 beta-arrestin recruitment, luminescence, 7a,25-OHC stimulated | inhibition, % at 5 µM | actives 0.81% (n = 360,000) | AID 651636; in the data active means inhibition above about 38%;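 further: enzyme fragment complementation signal reports receptor beta-arrestin coupling in cells; 0% = agonist plus DMSO wells and 100% = wells without agonist; some results beyond the cut were filed as inactive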
Target sequence (P32249 whole entry, looked up, the tested form may be a part): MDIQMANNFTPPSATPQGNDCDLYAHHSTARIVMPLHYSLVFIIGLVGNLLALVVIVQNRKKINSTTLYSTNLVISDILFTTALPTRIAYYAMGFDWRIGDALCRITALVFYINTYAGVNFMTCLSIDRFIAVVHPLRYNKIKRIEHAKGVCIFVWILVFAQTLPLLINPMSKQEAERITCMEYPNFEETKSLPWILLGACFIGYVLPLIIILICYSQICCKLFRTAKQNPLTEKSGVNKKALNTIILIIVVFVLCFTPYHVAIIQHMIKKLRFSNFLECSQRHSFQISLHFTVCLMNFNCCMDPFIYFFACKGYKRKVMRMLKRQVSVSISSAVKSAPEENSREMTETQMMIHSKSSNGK
CHOP UPR activ: activators of apoptotic arm of unfolded protein response (CHOP); activation, % at 10 µM; AID 449763; CHO-CHOP luciferase reporter, UPR activation, luminescence; percent of tunicamycin response over DMSO baseline; actives 0.34% (n = 330,000);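 active means at 10 µM dose, activation of 40% or more, normalized to positive control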;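 further: 100% = tunicamycin at 10 µg/mL and 0% = DMSO alone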
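Evaluation: % reporter activation, DMSO baseline versus tunicamycin full activation; System: CHO-CHOP luciferase reporter cell line; Input: 500 cells/well; Incubation: 6 h compound treatment, 37 °C; Measured by: Steady-Glo luciferase luminescence; Dosing: one dose, 10 µM in 0.5% DMSO; Buffer or medium: F12 medium, 10% FBS; Benchmarks: positive tunicamycin 10 µg/mL, negative DMSO alone.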
CXCR6 inh: blocks human CXCR6 beta-arrestin recruitment. actives 0.36% (n = 360,000). inhibition, % at 20 µM. O00574. CHO-K1 PathHunter CXCR6 beta-arrestin, luminescence. AID 602244; in the data active means inhibition above about 34%, passing the limit was not always enough;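 further: antagonist mode with CXCL16 agonist at 10 nM final; 0% = 10 nM CXCL16 with DMSO and 100% = unstimulated wells without agonist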
CCR6 antagonist: antagonists of human CCR6 receptor. CHO-K1 CCR6 PathHunter beta-arrestin, luminescence, CCL20-stimulated. inhibition, % at 20 µM. actives 0.49% (n = 340,000). AID 493098. P51684;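 active means compounds whose inhibition of the agonist-driven luminescence signal at 20 µM reaches about 50%, limit read from the data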;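 further: cells stimulated with CCL20 at 14 nM final; plate controls were DMSO with CCL20 for no effect and DMSO without agonist for full effect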
Target sequence (P51684 whole entry, looked up): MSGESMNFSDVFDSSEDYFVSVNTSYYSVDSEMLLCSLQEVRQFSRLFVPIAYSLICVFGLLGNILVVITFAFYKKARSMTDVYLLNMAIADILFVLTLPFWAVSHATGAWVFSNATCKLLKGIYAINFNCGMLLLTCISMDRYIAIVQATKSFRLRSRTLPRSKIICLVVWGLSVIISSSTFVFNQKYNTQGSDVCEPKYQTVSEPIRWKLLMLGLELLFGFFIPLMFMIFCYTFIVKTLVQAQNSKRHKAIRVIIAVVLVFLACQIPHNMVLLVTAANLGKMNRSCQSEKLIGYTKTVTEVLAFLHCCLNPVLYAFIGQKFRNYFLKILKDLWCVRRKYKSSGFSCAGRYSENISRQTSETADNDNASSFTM
Mdm2 MdmX PPI: human Mdm2/MdmX binding inhibition. AID 485346. actives 3% (n = 330,000). O15151+Q00987. SaOS-2 split-luciferase Mdm2/MdmX complementation, luminescence. inhibition, % at 8 µM;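 active means inhibition of at least 50% at 8 µM in the primary screen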
An asterisk follows results filed as active.

Results for CCOc1ccc(NC(=O)CN(C)C(=O)CSCc2ccc(C)cc2)cc1OCC ?
Jurkat NFkB inh: -7; Gli-Sufu antag: -8; 697 NFkB inh: -10; XBP1 UPR activ: 1; EBI2 antag: -2; CHOP UPR activ: 1.5; CXCR6 inh: 0; CCR6 antagonist: 8; Mdm2 MdmX PPI: 7

Results for COc1ccc(C2Nc3ccccc3C(=O)N2NS(=O)(=O)c2ccccc2)c(OC)c1 (configuration not stated) ?
Jurkat NFkB inh: 6; Gli-Sufu antag: -17; 697 NFkB inh: -2; XBP1 UPR activ: 3; EBI2 antag: 1; CHOP UPR activ: -0.2; CXCR6 inh: 0; CCR6 antagonist: 9; Mdm2 MdmX PPI: 9

What do the screens show for `O=S(=O)(NCCCc1ccccc1)c1ccc(Br)cc1`?
Jurkat NFkB inh: 1; Gli-Sufu antag: 0; 697 NFkB inh: 32; XBP1 UPR activ: -2; EBI2 antag: -4; CHOP UPR activ: 0.3; CXCR6 inh: -13; CCR6 antagonist: 8; Mdm2 MdmX PPI: -23

How did CCS(=O)(=O)c1ccc(O)c(NC(=O)COc2ccc(C)cc2)c1 do in these assays?
Jurkat NFkB inh: 7; Gli-Sufu antag: 4; 697 NFkB inh: 18; XBP1 UPR activ: -2; EBI2 antag: -2; CHOP UPR activ: 0.6; CXCR6 inh: 0; CCR6 antagonist: -8; Mdm2 MdmX PPI: 17

How did CCOP(=O)(OCC)c1nc(-c2ccccc2)oc1NCc1ccccc1 do in these assays?
Jurkat NFkB inh: 1; Gli-Sufu antag: 6; 697 NFkB inh: -12; XBP1 UPR activ: 0; EBI2 antag: -18; CHOP UPR activ: -1.0; CXCR6 inh: 3; CCR6 antagonist: 4; Mdm2 MdmX PPI: 6

How did CCOc1ccc(N(CC(=O)NC(C(C)C)C(C)C)S(=O)(=O)c2ccc(OC)c(OC)c2)cc1 do in these assays?
Jurkat NFkB inh: 15; Gli-Sufu antag: -1; 697 NFkB inh: -1; XBP1 UPR activ: 0; EBI2 antag: 9; CHOP UPR activ: -0.7; CXCR6 inh: 7; CCR6 antagonist: 0; Mdm2 MdmX PPI: 20

How did CC1CCCCN1Cc1nc2c(c(=O)n(C)c(=O)n2C)n1Cc1c(F)cccc1Cl (configuration not stated) do in these assays?
Jurkat NFkB inh: -19; Gli-Sufu antag: 17; 697 NFkB inh: -34; XBP1 UPR activ: -1; EBI2 antag: 0; CHOP UPR activ: -1.4; CXCR6 inh: -5; CCR6 antagonist: -2; Mdm2 MdmX PPI: 28

Results for CCNC(=O)NC(=O)C(C)OC(=O)c1oc2ccc(OCC)cc2c1C (configuration not stated) ?
Jurkat NFkB inh: 4; Gli-Sufu antag: -2; 697 NFkB inh: 2; XBP1 UPR activ: -2; EBI2 antag: 15; CHOP UPR activ: -1.7; CXCR6 inh: -4; CCR6 antagonist: -6; Mdm2 MdmX PPI: 1

How did C[C@H](CO)N1C[C@H](C)[C@@H](CN(C)Cc2ccncc2)Oc2c(NS(=O)(=O)c3ccc(Cl)cc3)cccc2C1=O do in these assays?
Jurkat NFkB inh: 3; Gli-Sufu antag: -1; 697 NFkB inh: 11; XBP1 UPR activ: 0; EBI2 antag: -10; CHOP UPR activ: 1.2; CXCR6 inh: -1; CCR6 antagonist: 0; Mdm2 MdmX PPI: 16

What do the screens show for `COc1ccc2nc(N3CCCC(C(=O)NCCc4ccc(OC)c(OC)c4)C3)sc2c1` (configuration not stated)?
Jurkat NFkB inh: -1; Gli-Sufu antag: -39; 697 NFkB inh: -79; XBP1 UPR activ: 1; EBI2 antag: 0; CHOP UPR activ: 6.6; CXCR6 inh: 3; CCR6 antagonist: 7; Mdm2 MdmX PPI: -1

What do the screens show for `COC(=O)[C@@H](C)NC(=O)c1ccc2oc(CCc3ccccc3)nc2c1`?
Jurkat NFkB inh: -68; Gli-Sufu antag: -30; 697 NFkB inh: -60; XBP1 UPR activ: 6; EBI2 antag: 2; CHOP UPR activ: 5.1; CXCR6 inh: -8; CCR6 antagonist: -3; Mdm2 MdmX PPI: -74

How did O=C(O)Cn1c(=O)c2c(c3ccccc31)CCC2 do in these assays?
Jurkat NFkB inh: -7; Gli-Sufu antag: 10; 697 NFkB inh: 1; XBP1 UPR activ: 1; EBI2 antag: -3; CHOP UPR activ: 0.8; CXCR6 inh: 11; CCR6 antagonist: -9; Mdm2 MdmX PPI: 8

What do the screens show for `COc1ccc(C(=O)CCN2CCC(C)CC2)cc1`?
Jurkat NFkB inh: 8; Gli-Sufu antag: 2; 697 NFkB inh: 15; XBP1 UPR activ: 0; EBI2 antag: -12; CHOP UPR activ: 1.3; CXCR6 inh: 9; CCR6 antagonist: 10; Mdm2 MdmX PPI: -17

Results for O=C(NCC(=O)N1CCN(c2ccccc2F)CC1)c1cccs1 ?
Jurkat NFkB inh: 6; Gli-Sufu antag: -14; 697 NFkB inh: 14; XBP1 UPR activ: -2; EBI2 antag: 0; CHOP UPR activ: 3.3; CXCR6 inh: 5; CCR6 antagonist: 1; Mdm2 MdmX PPI: 10

What do the screens show for `c1ccc(C2(Cn3ccc4ccccc43)OCCO2)cc1`?
Jurkat NFkB inh: -4; Gli-Sufu antag: -5; 697 NFkB inh: 23; XBP1 UPR activ: -1; EBI2 antag: 13; CHOP UPR activ: 0.7; CXCR6 inh: -2; CCR6 antagonist: 4; Mdm2 MdmX PPI: 12

What do the screens show for `Cc1ccc2cc(C)c(SCC(=O)Nc3cc(C)on3)nc2c1`?
Jurkat NFkB inh: 1; Gli-Sufu antag: 8; 697 NFkB inh: 8; XBP1 UPR activ: 2; EBI2 antag: 5; CHOP UPR activ: -0.8; CXCR6 inh: -2; CCR6 antagonist: 8; Mdm2 MdmX PPI: 14

What do the screens show for `Cc1cc(C)nc(NC(=O)NS(=O)(=O)N2CCCCCC2)n1`?
Jurkat NFkB inh: 14; Gli-Sufu antag: 6; 697 NFkB inh: -3; XBP1 UPR activ: -3; EBI2 antag: 0; CHOP UPR activ: 0.8; CXCR6 inh: -3; CCR6 antagonist: 17; Mdm2 MdmX PPI: 3

How did CC12CCC(C(=O)N/N=C/c3ccc(O)cc3O)(OC1=O)C2(C)C (configuration not stated) do in these assays?
Jurkat NFkB inh: 19; Gli-Sufu antag: 6; 697 NFkB inh: -6; XBP1 UPR activ: 3; EBI2 antag: 5; CHOP UPR activ: -1.4; CXCR6 inh: -14; CCR6 antagonist: 10; Mdm2 MdmX PPI: 38

Results for O=C(O)C1(c2ccccc2)CCN(S(=O)(=O)c2cccs2)CC1 ?
Jurkat NFkB inh: 12; Gli-Sufu antag: -3; 697 NFkB inh: 13; XBP1 UPR activ: -1; EBI2 antag: -3; CHOP UPR activ: -0.8; CXCR6 inh: 3; CCR6 antagonist: -11; Mdm2 MdmX PPI: -7

What do the screens show for `COc1ccc(-c2nc(SCc3ccccc3)n(C(=O)c3ccco3)n2)cc1`?
Jurkat NFkB inh: -30; Gli-Sufu antag: -53; 697 NFkB inh: -13; XBP1 UPR activ: 3; EBI2 antag: 9; CHOP UPR activ: 3.7; CXCR6 inh: 6; CCR6 antagonist: 14; Mdm2 MdmX PPI: -29

How did O=C(NCCN1CCOCC1)C(=O)NCC1OCCN1S(=O)(=O)c1ccc(F)cc1 (configuration not stated) do in these assays?
Jurkat NFkB inh: 10; Gli-Sufu antag: -8; 697 NFkB inh: -1; XBP1 UPR activ: -5; EBI2 antag: 3; CHOP UPR activ: 0.7; CXCR6 inh: -18; CCR6 antagonist: 6; Mdm2 MdmX PPI: 4

What do the screens show for `Cc1ccc(CN2CCN(c3ncccn3)CC2)o1`?
Jurkat NFkB inh: -3; Gli-Sufu antag: -13; 697 NFkB inh: 16; XBP1 UPR activ: 0; EBI2 antag: -7; CHOP UPR activ: 0.0; CXCR6 inh: -3; CCR6 antagonist: -8; Mdm2 MdmX PPI: 18

Results for COc1ccc(CCNS(=O)(=O)c2cn(C)c(=O)n(C)c2=O)cc1 ?
Jurkat NFkB inh: 7; Gli-Sufu antag: -32; 697 NFkB inh: -8; XBP1 UPR activ: -2; EBI2 antag: -11; CHOP UPR activ: -0.4; CXCR6 inh: -1; CCR6 antagonist: 6; Mdm2 MdmX PPI: -2

Results for Cc1cccc(NC(=O)c2ccc(NCCO)c([N+](=O)[O-])c2)n1 ?
Jurkat NFkB inh: -38; Gli-Sufu antag: -19; 697 NFkB inh: -24; XBP1 UPR activ: 3; EBI2 antag: -5; CHOP UPR activ: 5.4; CXCR6 inh: 6; CCR6 antagonist: 17; Mdm2 MdmX PPI: -40

Results for O=c1[nH]c(C2CCN(S(=O)(=O)c3ccc4c(c3)OCCO4)CC2)nc2c1nnn2Cc1ccccc1 ?
Jurkat NFkB inh: -4; Gli-Sufu antag: -7; 697 NFkB inh: -15; XBP1 UPR activ: 1; EBI2 antag: 10; CHOP UPR activ: -0.1; CXCR6 inh: 7; CCR6 antagonist: 13; Mdm2 MdmX PPI: 15

Results for O=C(Nc1ccccc1)N1CCN(c2ccccn2)CC1 ?
Jurkat NFkB inh: -15; Gli-Sufu antag: -15; 697 NFkB inh: 0; XBP1 UPR activ: -1; EBI2 antag: -2; CHOP UPR activ: -1.8; CXCR6 inh: -1; CCR6 antagonist: 2; Mdm2 MdmX PPI: 15

Results for O=[N+]([O-])c1ccc(S(=O)(=O)N/N=C/c2ccsc2)cc1 ?
Jurkat NFkB inh: 15; Gli-Sufu antag: 3; 697 NFkB inh: 15; XBP1 UPR activ: -6; EBI2 antag: -2; CHOP UPR activ: 0.7; CXCR6 inh: 14; CCR6 antagonist: 9; Mdm2 MdmX PPI: 14

Results for COc1ccc(O)c(/C=N/N2CCOCC2)c1 ?
Jurkat NFkB inh: -32; Gli-Sufu antag: -8; 697 NFkB inh: -46; XBP1 UPR activ: -1; EBI2 antag: -3; CHOP UPR activ: 1.6; CXCR6 inh: -12; CCR6 antagonist: 6; Mdm2 MdmX PPI: 1

Results for COc1ccc(C(=O)N/N=C/c2c(CO)cnc(C)c2O)cc1 ?
Jurkat NFkB inh: 15; Gli-Sufu antag: -4; 697 NFkB inh: 16; XBP1 UPR activ: 5; EBI2 antag: -14; CHOP UPR activ: 0.0; CXCR6 inh: -5; CCR6 antagonist: -6; Mdm2 MdmX PPI: -2

How did CC(=O)N1CCc2[nH]c3ccc(C)cc3c2C1 do in these assays?
Jurkat NFkB inh: -2; Gli-Sufu antag: -5; 697 NFkB inh: 16; XBP1 UPR activ: -1; EBI2 antag: -2; CHOP UPR activ: 2.6; CXCR6 inh: 7; CCR6 antagonist: -5; Mdm2 MdmX PPI: 14

How did COc1ccc(/C=C(/NC(=O)c2ccco2)C(=O)N2CCOCC2)cc1 do in these assays?
Jurkat NFkB inh: 6; Gli-Sufu antag: 39; 697 NFkB inh: 16; XBP1 UPR activ: -3; EBI2 antag: 1; CHOP UPR activ: -1.6; CXCR6 inh: 6; CCR6 antagonist: 15; Mdm2 MdmX PPI: 19

Random draw from the library. About 5% of those tested had a hit in this group.
